Lipid storage S3: qHTS Assay for Lipid Storage Modulators in Drosophila S3 Cells | Drosophila S3 cells, BODIPY lipid droplet fluorescence, 18-24 h; cells fed with added oleic acid | Potency in µM for hits, for the others lipid storage change, negative = inhibition, % at the top dose, mostly 46.1 µM | AID 2685 | 0.64% of 320,000 active; active = well fitted inhibition curve with a large enough effect in the signal ratio, with a control signal flat, not every such curve was filed as active; inconclusive = small, poorly fitted or top-dose-only effect, or effect the other way, or a change in a side signal; the % refers to the signal ratio
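Laser-scanning cytometry quantifies lipid droplet accumulation (500–530 nm total intensity; droplet/cell object ratio) in oleic acid-fed (400 uM added) Drosophila S3 cells treated with a concentration series. 20 uM Triacsin C defined 100% inhibition.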
Lipid storage S3 cell count max: second read-out of Lipid storage S3, no call of its own (marks repeat the call); cell number change, %; measured here: cell count max response;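 cells counted by Cell Tracker Red CMTPX staining in the red channel; peak over a dose series mostly up to 46.1 µM; percent activity relative to internal control wells on each plate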
* hit, by the source's call; i = inactive; ? = inconclusive; / = no result given; [ ] = dose if it differs, or a comment. % is set by controls: 0 for no effect and ±100 for the full control effect; potency is the fitted concentration of half-maximal effect. Only part of the results is shown (hit frequency here may not be typical).

Lipid storage S3 | Lipid storage S3 cell count max | mol
3% | / | Cc1cc(NC(=O)c2ccno2)no1
? | / | Cc1ccccc1C(=O)NCC(=O)NCC1(N2CCOCC2)CCCCC1
? | / | O=C(CSc1nc2ccccc2[nH]1)c1ccccc1F
6% | 7 | CCn1nc(C(=O)OCC(=O)Nc2ncc(Cl)c(C)c2Cl)c2ccccc2c1=O
i | 1 | Cc1cc(C)cc(NC(=O)NC2CCCCCCC2)c1
? | / | C/C(=N\NC(=O)c1ccc(-n2cnnn2)cc1)c1ccc(Cl)cc1
? | / | Cc1csc(NC(=O)Nc2ccccc2[N+](=O)[O-])n1
? | / | O=C(C[n+]1cccc(Br)c1)c1ccc(-c2ccccc2)cc1
? | / | COc1ccc(NC(=O)c2cccc(C(=O)Nc3ccc(OC)cc3)n2)cc1
19% | -5 | Cc1ccc(C)c(NCC(=O)c2ccc(Cl)cc2)c1
? | / | O=C(NNS(=O)(=O)c1ccccc1)C1CCN(S(=O)(=O)c2ccccc2)CC1
? | / | O=C(COc1ccc([N+](=O)[O-])cc1)NC(=O)NC1CCS(=O)(=O)C1 (stereo unspecified)
? | / | CCOC(=O)c1ccc(NC(=O)Nc2ccc(Cl)cn2)cc1
? | / | COc1ccc(NC(=O)CCc2nc3ccccc3s2)c(OC)c1
i | 9 | CCOc1ccccc1NC(=O)C1C2C=CC(C2)C1C(=O)O (stereo unspecified)
? | / | COc1ccc(CCNS(=O)(=O)c2ccc3c(c2)OCCO3)cc1
7% | 14 | CSC(SC)=C(C(C)=O)C(=O)c1ccc(C)cc1
8% | / | CC(=O)Nc1c(C)nn(-c2ccc([N+](=O)[O-])cc2)c1C
? | / | Cc1cc(C)n(C(=O)C23CC4CC(CC(C4)C2)C3)n1
? | / | COc1ccc(/C=C2\CCn3c2nc2ccccc2c3=O)cc1OC
? | / | CC(=O)N(C(C)=O)c1c(N2CCOCC2)c2ccccc2oc1=O
3% | 19 | COc1ccc(N(CC(=O)N2CCc3ccccc32)S(=O)(=O)c2c(C)nn(C)c2C)cc1
6% | -6 | O=C(NCCSCc1ccco1)Nc1ccccc1
? | / | COc1cccc(C(=O)c2c[nH]c(C(=O)NCCCN3CCOCC3)c2)c1
? | / | CCCN(CC(=O)Nc1ccccc1OC)C(=O)c1cc2ccccc2o1
8% | 2 | COCCn1cnc2c1c(=O)n(CC(=O)O)c(=O)n2Cc1ccccc1
-11% | -16 | Cn1c(-c2ccc(Br)cc2)cnc1NCc1ccc(C#N)cc1
14% | / | O=C(CCNC(=O)C1CCN(S(=O)(=O)c2ccc(F)cc2)CC1)NCc1ccc(Cl)cc1
? | / | COc1ccc(NC(=O)c2ccc(CN3CCN(c4ccccc4)CC3)cc2)cc1OC
11% | -1 | CCN(CC)CCCNC(=O)c1cn(CCOC)c(=O)c2c1c1ccccc1n2C

Another view of some results above.
| molecule | Lipid storage S3 | Lipid storage S3 cell count max |
| --- | --- | --- |
| COc1ccc(N(CC(=O)N2CCc3ccccc32)S(=O)(=O)c2c(C)nn(C)c2C)cc1 | 3% | 19 |
| O=C(NCCSCc1ccco1)Nc1ccccc1 | 6% | -6 |
| COc1cccc(C(=O)c2c[nH]c(C(=O)NCCCN3CCOCC3)c2)c1 | ? | / |
| CCCN(CC(=O)Nc1ccccc1OC)C(=O)c1cc2ccccc2o1 | ? | / |

Next entries.
Lipid storage S3 | Lipid storage S3 cell count max | mol
? | / | COc1ccccc1CN1CC(C(=O)N2CCCCO2)CCC1=O (stereo unspecified)
? | / | COc1ccc(OC)c(C2CC(=O)N3CN(c4ccccc4)CSC3=C2C#N)c1 (stereo unspecified)
? | / | O=c1c2c3nc4ccccc4nc3n(-c3cccc(F)c3)c2ncn1Cc1ccc2c(c1)OCO2
i | / | Cc1ccccc1C(=O)Nc1ccnn1C1CCN(C(=O)c2cnsn2)CC1
? | / | CCn1c(SCC(=O)Nc2nc(-c3ccc(C)cc3)cs2)nnc1-c1ccccc1
7% | -2 | COC(=O)C1=C(C)N(C)C(C)=C(C(=O)OC)C1c1ccsc1
? | / | CC(C(Sc1ccccc1N)c1ccccc1)[N+](=O)[O-] (stereo unspecified)
? | / | CCN(C(=O)c1cn(CC)c(=O)c2cc(OC)c(OC)cc12)c1ccccc1C
? | / | O=[N+]([O-])c1cc(S(=O)(=O)N2CCCC2)ccc1NN=C1CCCC1
-3% | 16 | CC1CCC(=O)N(CCC#N)CC1 (stereo unspecified)
? | / | Cc1cccc(C)c1OCCOC(=O)c1n[nH]c2ccccc12
i | 28 | CC(=O)NC(CC(=O)NNC(=O)c1cc2ccccc2cc1O)c1ccccc1 (stereo unspecified)
? | / | COc1ccc(NC(=O)CCS(=O)(=O)c2ccc3c(c2)NC(=O)C(C)S3)cc1OC (stereo unspecified)
? | / | O=C(Nc1nccs1)c1cccc(NC(=O)C2CC2)c1
? | / | Cc1ccc2cc(CCNC(=O)CCCc3ccccc3)c(=O)[nH]c2c1
i | 10 | COc1ccc(NC(=O)CN(C)S(=O)(=O)c2cnc[nH]2)cc1OC
i | 5 | C/C(N)=C(/C#N)C(=O)CSc1nnc(-c2ccc(OC(F)F)cc2)o1
? | / | COc1ccc(NC2CC(=O)N(c3cc([N+](=O)[O-])ccc3C)C2=O)cc1 (stereo unspecified)
-2% | / | CCC(C)[C@H]1CN=C(N)N1CCCc1cc(OC)c(OC)c(OC)c1 (stereo partly specified)
4% | -13 | Nc1nonc1-n1nnc(C(=O)N/N=C/c2cccc(Cl)c2)c1CSc1ccc(Cl)cc1
23% | 14 | Cc1cccc(CSc2nc3ccncc3n2CC(=O)Nc2ccc(C)c(C)c2)c1
? | / | Nc1nc(N)nc(-c2cccc(Cl)c2Cl)n1
? | / | COc1cc(OC)c(NC(=O)CC(C)=O)cc1Cl
16% | -6 | CC(=O)c1oc2ccccc2c1NC(=O)COC(=O)c1ccc(-n2nc(C)cc2C)cc1
-10% | 1 | COc1ccc2sc(N(CCN(C)C)C(=O)c3cc(Cl)sc3Cl)nc2c1
? | / | CCCOc1ccc(C(=O)OCC(=O)c2c(N)n(C)c(=O)n(C)c2=O)cc1OC
-1% | -4 | COc1ccc(Cc2noc(CN(C)CCN3CCc4ccccc4C3)n2)cc1OC
? | / | Cc1ccc(S(=O)(=O)N2CCN=C2SCc2c(F)cccc2Cl)cc1
? | / | Cc1ccc(NC2c3ccccc3C(=O)N2CCN2CCOCC2)cc1 (stereo unspecified)
? | / | O=C(CN1CCN(c2ccc(F)cc2)CC1)N1CCC(Cc2ccccc2)CC1
-24% | -4 | O=C(/C=C/c1ccco1)NC(=S)Nc1ccccc1N1CCCC1
? | / | Cc1ccc(C(=O)NCc2ccccn2)cc1NC1=NC2CS(=O)(=O)CC2S1 (stereo unspecified)
7% | -12 | CCn1cc(Cl)c(C(=O)Nc2cccc(C(F)(F)F)c2)n1
-4% | -5 | CCOC(=O)c1ccc(Oc2cn[nH]c2-c2ccc(O)cc2O)cc1
? | / | Cc1cc(NC(=O)COC(=O)COc2ccc(C(=O)c3ccccc3)cc2)no1
? | / | Cc1c(C(=O)N/N=C/c2ccc(O)c(Br)c2)sc(N)c1C#N
-14% | -4 | O=C1CC(c2ccccc2)n2nc(NC(=O)c3ccccc3)nc2N1 (stereo unspecified)
-16% | -8 | CCc1cc2cc(OC)ccc2nc1SCC(=O)NNC(=O)c1ccco1
? | / | CCNC(=S)N1CCN(S(=O)(=O)c2ccccc2C(F)(F)F)CC1
9% | 20 | CCN(CC)CCN1C(=O)C(=O)/C(=C(/O)c2c(C)[nH]c(C(=O)OC)c2C)C1c1ccc(C)o1 (stereo unspecified)
? | / | CN(C(=O)c1ccc(NC(=O)Cc2cccc([N+](=O)[O-])c2)cc1)C1CC1
7% | -2 | CSc1cccc(NC(=O)c2ccccn2)c1
? | / | Cc1cccc(-c2oc3ccc(-c4ccc5c(c4)OCO5)cc3c2C(=O)OCc2ccc(O)cc2)c1
5% | 5 | CN(Cc1ccccc1)C(=O)CN1C(=O)C2C3C=CC(C3)C2C1=O (stereo unspecified)
1% | -2 | COc1ccc(-c2ccc(OC)c([C@H]3[C@H]4C=CC[C@@H](C)[C@@H]4C(=O)N3Cc3ccccc3)c2)cc1C
7% | 5 | COc1ccc(CN(C)C(C)C(=O)N(C)CC(=O)Nc2ccc(C)cc2)cc1F (stereo unspecified)
-6% | -5 | CC(/C=C1\SC(=S)N(C(C(=O)O)c2ccccc2)C1=O)=C\c1ccccc1 (stereo unspecified)
9% | -1 | COc1ccc(C(=O)N2CCN(c3cccc(Cl)c3)CC2)cc1
? | / | Cc1cc(-c2onc(C)c2C(N)=O)no1
? | / | O=C(N/N=C/c1oc(O)c2ccccc12)c1ccccc1
? | / | O=C(CSc1nnc(-c2ccco2)o1)c1ccc[nH]1
? | / | O=C(Nc1ccc(F)cc1)c1nc2c(nnn2Cc2cccc3ccccc23)c(=O)[nH]1
? | / | Cc1cc(C(F)(F)F)c(C#N)c(SCC(=O)Nc2nc3cc(Br)ccc3s2)n1
? | / | Cc1cccc(NC(=O)NNC(=O)c2sccc2-n2cccc2)c1
25% | 25 | C/C(=N\NC(=O)c1ccccc1)c1ccc(N2CCOCC2)cc1
? | / | COc1ccc(OC)c(NC(=O)c2cccnc2Sc2ccccc2)c1
9% | 3 | O=C(CN1CCCCCC1=O)N1CCN(S(=O)(=O)c2cccs2)CC1
i | / | Nc1nc(SCC(=O)Nc2ccc3c(c2)OCO3)n[nH]1
? | / | O=C(CS(=O)(=O)Cc1ccccc1)Nc1ccccc1Cl
11% | 12 | CCOC(=O)Oc1c(OC)cc(C(=O)O[C@@H]2C[C@@H]3CN4CCc5c([nH]c6cc(OC)ccc56)[C@H]4C[C@@H]3[C@H](C(=O)OC)[C@H]2OC)cc1OC

More results follow:
Lipid storage S3 | Lipid storage S3 cell count max | mol
-30%[9.22 µM] | -30 | CCCCC(=O)Nc1nnc(C2=COCCO2)o1
7% | 6 | CCOCCCNC(=O)c1ccc(-n2c(=S)[nH]c3ccccc3c2=O)cc1
-7% | -13 | CCOC(=O)c1c(C)[nH]c(C(=O)N/N=C/c2cccc(OC)c2)c1C
? | / | COc1ccc(CNC(=O)CN(C)S(=O)(=O)c2ccc(Br)s2)cc1
? | / | COC(=O)CP(=O)(c1ccccc1)c1ccccc1
13% | 12 | CC1(CCc2ccccc2)NC(=O)N(CC(=O)Nc2ccccc2)C1=O (stereo unspecified)
? | / | COc1cccc(/C=N/NC(=O)c2cc3c(OC)cccc3[nH]2)c1O
i | -1 | CCn1cnc2cc(NCc3nc4ccccc4n3C)ccc21
? | / | COC(=O)CCN(C(=O)c1ccc2c(c1)OCO2)c1ccccn1
18% | / | CCOc1ccc2nc(NC(=O)CN3C(=O)NC4(CCCC4)C3=O)sc2c1
-7% | -2 | O=c1[nH][nH]c(-c2ccccc2)c1C=Nc1ccc(Cl)cc1
-6% | 31 | N/C(COc1ccc(Cl)cc1Cl)=N\O
i | 1 | CCOC(=O)c1oc2ccccc2c1NC(=O)C1CCCCC1
25% | -4 | O=C(CN1CCC(n2nnc3cc(F)ccc32)CC1)NC1CCCCC1
? | / | CC1CCc2c(sc3ncnc(SCC(=O)N4CCN(C(=O)c5ccco5)CC4)c23)C1 (stereo unspecified)
? | / | O=C(OCn1nnc2ccccc2c1=O)c1ccc2ccccc2n1
? | / | Cc1cc(C)n(C)c(=O)c1C#N
? | / | O=C(CSc1ccc(Cl)cc1)Nc1cccc(-c2nc3ccccc3[nH]2)c1
i | -3 | CN(CC(=O)Nc1ccc(F)cc1)C(=O)Cn1nnc(-c2ccccc2)n1
? | / | COc1ccccc1N(C(=O)c1snc(C(N)=O)c1N)C(C(=O)NC1CCCCC1)c1cccc(OC)c1OC (stereo unspecified)
i | / | COCCNC(=O)c1ccccc1NC(=O)COc1ccccc1
-11% | -5 | CC(C)N1CCC(N2CCN(Cc3ccc4nsnc4c3)CC2CCO)CC1 (stereo unspecified)
? | / | CCc1nnc(NC(=O)c2cccnc2SC)s1
? | / | OC1CCN(Cc2cccc(Oc3ccccc3)c2)CC1
? | / | CN1/C(=C\C(=O)Nc2cccnc2)c2ccccc2CC1(C)C
-6% | 0 | CC(=O)N1CCC(N2CCN(c3ccccc3F)CC2)CC1

Gathered by group: the entries above with a Cl atom (16)
Lipid storage S3 | Lipid storage S3 cell count max | mol
6% | 7 | CCn1nc(C(=O)OCC(=O)Nc2ncc(Cl)c(C)c2Cl)c2ccccc2c1=O
? | / | C/C(=N\NC(=O)c1ccc(-n2cnnn2)cc1)c1ccc(Cl)cc1
19% | -5 | Cc1ccc(C)c(NCC(=O)c2ccc(Cl)cc2)c1
? | / | CCOC(=O)c1ccc(NC(=O)Nc2ccc(Cl)cn2)cc1
14% | / | O=C(CCNC(=O)C1CCN(S(=O)(=O)c2ccc(F)cc2)CC1)NCc1ccc(Cl)cc1
4% | -13 | Nc1nonc1-n1nnc(C(=O)N/N=C/c2cccc(Cl)c2)c1CSc1ccc(Cl)cc1
? | / | Nc1nc(N)nc(-c2cccc(Cl)c2Cl)n1
? | / | COc1cc(OC)c(NC(=O)CC(C)=O)cc1Cl
-10% | 1 | COc1ccc2sc(N(CCN(C)C)C(=O)c3cc(Cl)sc3Cl)nc2c1
? | / | Cc1ccc(S(=O)(=O)N2CCN=C2SCc2c(F)cccc2Cl)cc1
7% | -12 | CCn1cc(Cl)c(C(=O)Nc2cccc(C(F)(F)F)c2)n1
9% | -1 | COc1ccc(C(=O)N2CCN(c3cccc(Cl)c3)CC2)cc1
? | / | O=C(CS(=O)(=O)Cc1ccccc1)Nc1ccccc1Cl
-7% | -2 | O=c1[nH][nH]c(-c2ccccc2)c1C=Nc1ccc(Cl)cc1
-6% | 31 | N/C(COc1ccc(Cl)cc1Cl)=N\O
? | / | O=C(CSc1ccc(Cl)cc1)Nc1cccc(-c2nc3ccccc3[nH]2)c1

High-throughput results: PubChem, National Center for Advancing Translational Sciences (NCATS)
